# IDE inh – cellular human IDE inhibition; P14735; HEK cells, FAbetaB cleavage, fluorescence polarization; inhibition, % at 5.59 µM; 320,000 tested, 0.41% active; AID 434962;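 active = percent inhibition above the average of all tested compounds plus 3 SD, set per screening campaign, cut at about 16% in these data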;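 note: IDE supplied by intact live HEK cells; FP after avidin binding of uncleaved biotin substrate so inhibition keeps polarization high; 0% = DMSO wells and 100% = 60 µM reference IDE inhibitor Ii1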
# Target sequence (P14735 whole entry, looked up): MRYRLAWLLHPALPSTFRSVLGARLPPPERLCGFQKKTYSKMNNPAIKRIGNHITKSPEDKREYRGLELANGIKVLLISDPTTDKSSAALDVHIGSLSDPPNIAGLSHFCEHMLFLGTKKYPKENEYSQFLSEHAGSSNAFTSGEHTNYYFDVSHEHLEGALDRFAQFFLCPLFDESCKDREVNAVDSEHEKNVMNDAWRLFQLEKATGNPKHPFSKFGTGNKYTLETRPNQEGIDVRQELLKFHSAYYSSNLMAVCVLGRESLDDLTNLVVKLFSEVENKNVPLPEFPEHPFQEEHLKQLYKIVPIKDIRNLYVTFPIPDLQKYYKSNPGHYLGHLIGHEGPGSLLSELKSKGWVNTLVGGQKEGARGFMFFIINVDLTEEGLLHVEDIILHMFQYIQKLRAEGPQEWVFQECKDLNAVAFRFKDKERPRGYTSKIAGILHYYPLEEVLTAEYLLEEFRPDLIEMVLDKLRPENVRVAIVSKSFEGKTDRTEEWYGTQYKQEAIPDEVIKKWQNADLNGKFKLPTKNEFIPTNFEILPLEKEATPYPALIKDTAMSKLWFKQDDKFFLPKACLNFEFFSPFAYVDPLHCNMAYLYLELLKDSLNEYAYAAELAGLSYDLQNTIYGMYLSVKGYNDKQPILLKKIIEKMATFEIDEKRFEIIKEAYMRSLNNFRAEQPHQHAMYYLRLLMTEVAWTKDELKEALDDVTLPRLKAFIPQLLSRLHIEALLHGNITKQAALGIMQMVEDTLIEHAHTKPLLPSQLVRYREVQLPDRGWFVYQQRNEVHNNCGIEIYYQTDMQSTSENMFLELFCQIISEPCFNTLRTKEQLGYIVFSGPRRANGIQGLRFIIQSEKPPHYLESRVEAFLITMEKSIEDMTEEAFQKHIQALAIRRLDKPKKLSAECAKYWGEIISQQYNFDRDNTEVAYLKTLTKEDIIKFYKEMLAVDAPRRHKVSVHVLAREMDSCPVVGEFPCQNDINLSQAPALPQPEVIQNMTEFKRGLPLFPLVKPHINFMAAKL
# UBC9 SUMO inh – inhibitors of human SUMOylation (UBC9); P63279; HTRF SUMOylation assay, SAE1/SAE2 + UBC9, in vitro; inhibition, % at 35 µM; 290,000 tested, 0.36% active; in the data active = inhibition above about 50%, passing the limit was not always enough; note: strong numbers were not always called active
# IDE cell activ – IDE (human) activation, cell-based; activation, % at 5.96 µM; HEK cells, FAbeta-B cleavage, fluorescence polarization; 0% vehicle, 100% cell-free pure enzyme wells; 340,000 tested, 0.073% active; P14735;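 active = activation above the mean of all tested compounds plus 3 SD, set per screening campaign, cut at about 17% in these data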
# CRFR2-BP antag – CRF-BP/CRF-R2 complex antagonism. inhibition, % at 11.8 µM. HEK293 CRF-R2/CRF-BP, CRF-induced calcium fluorescence. 350,000 tested, 0.59% active. AID 588475;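 active = inhibition of the ligand-induced calcium signal above about 50% at the single tested concentration, limit read from the data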
# VIM-2 inhibitor – inhibitors of Pseudomonas aeruginosa VIM-2 metallo-beta-lactamase; purified VIM-2, nitrocefin hydrolysis, epi-absorbance fluorescence; inhibition, % at 5.6 µM; 290,000 tested, 0.89% active;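 active = inhibition above the mean of all tested compounds plus 3 SD, cutoff set per screening run, cut at about 7.5% in these data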;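 note: red hydrolysis product quenches plate fluorescence so inhibitors raise well fluorescence; 0% = enzyme with DMSO and 100% = DMSO without enzyme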
# p-CIP stab down – p/CIP protein destabilization; Q05BA5; F442A p/CIP-EGFP cells, EGFP fluorescence, 16 h; decrease of EGFP signal, % at 10 µM; 290,000 tested, 0.01% active; AID 1984;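 active = EGFP signal decrease of at least 30% at 10 µM or well 3 SD below plate mean, unless failing retest; inactive = the rest, including hits failing retest or dose response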; note: some compounds called inactive have numbers as strong as hits; many of its hits are not listed in these tables
# NS3 helicase inh – HCV NS3 helicase inhibition; NS3 helicase DNA unwinding, Cy5 molecular beacon fluorescence; inhibition, % at 10.9 µM; 290,000 tested, 0.56% active; AID 1800;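 active = inhibition above the mean of all tested compounds plus 3 SD, set per campaign, cut at about 35% in these data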;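 note: 0% = DMSO wells and 100% = thioflavine S control wells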
#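 System: Hepatitis C virus NS3 helicase domain fragment enzyme | Reagent: Annealed dual-labelled DNA beacon duplex, ATP-started | Compound dosing: 10.9 µM single point, 0.8% DMSO | Incubation: 1 h reaction at 25 °C, ATP-initiated | Technique: Cy5 fluorescence | Evaluation: Percent inhibition from t60/t0 fluorescence ratio | Benchmarks: Low DMSO, high thioflavine S at 110 µM | Replication: Singlicate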
# IMP-1 inhibitor – inhibitors of Pseudomonas aeruginosa IMP-1 metallo-beta-lactamase; purified IMP-1, nitrocefin hydrolysis, epi-absorbance fluorescence; inhibition, % at 5.6 µM; 290,000 tested, 0.45% active;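 active = inhibition above the mean plus 3 SD of all compounds in the same screening run, cut at about 4.5% in these data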;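 note: 0% = IMP-1 with DMSO and 100% = DMSO wells lacking enzyme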
#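 Test system: recombinant IMP-1 enzyme, purified / Medium: HEPES buffer pH 7.1 with ZnSO4 and Brij 35 / Doses: single dose, 5.6 µM / Times: 25 °C, 15 min preincubation, 25 min reaction / Detection: Epi-absorbance via hydrolysed-nitrocefin quenching of white-plate fluorescence, 480/530 nm, EDTA stop / Evaluation: percent inhibition from optical density relative to buffer-blank wells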
# GalR3 antag – antagonists of human GalR3. O60755. HEK293 GalR3-CNG cAMP membrane potential fluorescence; galR3 body fused to GalR1 C-terminus. inhibition, % at 3 µM. 360,000 tested, 0.44% active;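 active = inhibition above the screen-wide average plus 3 SD, cut at about 13% in these data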;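 note: forskolin and galanin both at EC90 stimulate the cells; cAMP rise reported by CNG channel membrane potential dye signal; 0% = forskolin plus galanin with DMSO and 100% = forskolin alone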
# Active calls of the source: *; x = not tested or not shown.
# The opening 9 compounds as a preview:
SMILES,IDE inh,UBC9 SUMO inh,IDE cell activ,CRFR2-BP antag,VIM-2 inhibitor,p-CIP stab down,NS3 helicase inh,IMP-1 inhibitor,GalR3 antag
O=C(NC1CCCCC1)N(CCN1CCOCC1)Cc1cc2cc3c(cc2[nH]c1=O)OCCO3,-4,33,7,30,-1.8,-8,11,-4.5,-5
CC[n+]1cccc(-c2nc3ccccc3s2)c1,5,11,-2,-1,-2.4,-4,-15,-3.7,-5
COc1ccc(NC(=O)CSc2ccccc2)cn1,-4,7,5,-18,0.5,-13,-14,0.3,-2
S=c1nc(C2CCCCC2)n(-c2ccccc2)[nH]1,3,-1,-6,3,0.2,-6,-1,0.3,0
O=C(NCCCN1CCOCC1)c1ccccc1N1C(=O)[C@@H]2Cc3c([nH]c4ccccc34)C(c3ccc(F)cc3)N2C1=O (stereo partly specified),6,5,-9,-13,-5.1,14,-91,-3.3,-7
CC(OC1=CC(=O)CCC1)C(=O)c1ccccc1 (stereo unspecified),-4,-1,2,9,-1.6,-17,-4,-1.3,-1
COC(=O)C1=C(C)Nc2nnnn2C1c1ccccc1Cl (stereo unspecified),-2,3,-3,4,2.5,-46,9,0.1,-6
COc1ccc(S(=O)(=O)N2CCOCC2)cc1C(=O)N1CCCCCC1,-7,13,1,-6,-2.1,2,9,-0.4,-3
N#Cc1cc2c(nc1SCC(=O)N1CCOCC1)CCCCC2,1,24,3,-24,-2.5,-16,4,0.9,0

# Main list, from the first entry:
SMILES,IDE inh,UBC9 SUMO inh,IDE cell activ,CRFR2-BP antag,VIM-2 inhibitor,p-CIP stab down,NS3 helicase inh,IMP-1 inhibitor,GalR3 antag
O=C(NC1CCCCC1)N(CCN1CCOCC1)Cc1cc2cc3c(cc2[nH]c1=O)OCCO3,-4,33,7,30,-1.8,-8,11,-4.5,-5
CC[n+]1cccc(-c2nc3ccccc3s2)c1,5,11,-2,-1,-2.4,-4,-15,-3.7,-5
COc1ccc(NC(=O)CSc2ccccc2)cn1,-4,7,5,-18,0.5,-13,-14,0.3,-2
S=c1nc(C2CCCCC2)n(-c2ccccc2)[nH]1,3,-1,-6,3,0.2,-6,-1,0.3,0
O=C(NCCCN1CCOCC1)c1ccccc1N1C(=O)[C@@H]2Cc3c([nH]c4ccccc34)C(c3ccc(F)cc3)N2C1=O (stereo partly specified),6,5,-9,-13,-5.1,14,-91,-3.3,-7
CC(OC1=CC(=O)CCC1)C(=O)c1ccccc1 (stereo unspecified),-4,-1,2,9,-1.6,-17,-4,-1.3,-1
COC(=O)C1=C(C)Nc2nnnn2C1c1ccccc1Cl (stereo unspecified),-2,3,-3,4,2.5,-46,9,0.1,-6
COc1ccc(S(=O)(=O)N2CCOCC2)cc1C(=O)N1CCCCCC1,-7,13,1,-6,-2.1,2,9,-0.4,-3
N#Cc1cc2c(nc1SCC(=O)N1CCOCC1)CCCCC2,1,24,3,-24,-2.5,-16,4,0.9,0
COc1ccccc1NC(=O)Cn1cnc2c(cnn2-c2ccccc2)c1=O,2,-18,0,-5,-2.6,9,2,-2.2,-5
CCOC(=O)c1ccc(NC(=O)C2CC(=O)N(c3ccc4c(c3)OCCO4)C2)cc1 (stereo unspecified),3,x,9,-8,x,x,x,x,-3
O=C(CCC1CCCCC1)NCCN1C2=NC[C@H](Cc3ccc(O)cc3)N2C[C@H]1Cc1ccc(O)cc1,4,0,0,-8,-1.6,0,-52,-0.9,0
COc1ccc(Nc2nnc(C)c(=O)[nH]2)c(OC)c1,3,-9,0,0,-2.5,-5,-2,-3.5,-6
Cc1cccc(NC(=O)CN2C(=O)CSC2=O)c1,3,16,3,-1,-1.8,-9,-4,-2.1,1
O=C(COc1ccccc1)NCC(c1ccco1)N1CCN(c2ccc(F)cc2)CC1 (stereo unspecified),5,x,6,-4,x,x,x,x,0
CC(C)Nc1nc(C#N)nc(NC(C)C)n1,0,21,-2,0,-1.3,-2,0,-3.5,0
COC(=O)c1cc(Br)ccc1NC(=O)CSCc1c(C)noc1C,3,x,2,12,x,x,x,x,-5
Cc1cc(C)cc(NC(=S)N(CCN2CCCCC2)Cc2ccco2)c1,7,22,0,-8,-1.8,4,-6,-2.9,6
N#CC12CCCCC1CC1CCCCC1(C#N)N2CCO (stereo unspecified),9,-12,-4,8,2.1,-9,2,-1.1,1
O=C(CC1C(=O)N(c2ccccc2)C(=O)N1C1CCCCC1)Nc1ccccc1 (stereo unspecified),1,14,3,-42,-1.0,-5,5,-2.1,-3
CCOc1ccc2oc(C(=O)OCC(=O)NCc3ccc(OC)cc3)c(C)c2c1,9,x,3,-10,x,x,x,x,1
CCC1CCCCN1CCCNC(=O)CN1C(=O)COc2ccc(S(=O)(=O)N3CCC(C)CC3)cc21 (stereo unspecified),-4,14,4,4,-2.8,-2,-12,-2.0,-2
Cc1cc(C(=O)CCl)c(C)n1-c1c(C)n(C)n(-c2ccccc2)c1=O,0,4,3,-16,-1.1,-1,-6,-2.5,-2
COc1ccc(C(=O)C[n+]2ccc(N(C)C)cc2)cc1,-3,18,1,8,-3.5,-7,3,-3.0,-4
COc1ccc(NC(=S)NCc2ccc3c(c2)cc(C)n3C)cc1,6,26,6,2,-3.9,-8,-50,-2.2,-1
Cc1ccc(C(=O)OCC2OC3OC(C)(C)OC3C2O)cc1 (stereo unspecified),6,3,6,6,-0.8,4,9,-2.1,4
COc1ccc(-c2nc3ccccc3nc2-c2ccccc2)cc1,4,2,0,1,0.9,-6,2,1.4,4
COc1ccc2c(CCNC(=O)/C=C/c3ccc(OC)c(OC)c3)c[nH]c2c1,2,4,-2,7,-0.5,1,-14,-3.3,-8
c1ccc(Nc2nc(-c3ccncc3)nc3ccccc23)cc1,3,15,1,-33,-0.8,-10,-8,0.2,-3
CCCn1nnc(NC(=O)c2ccc(-c3cccc(Cl)c3)o2)n1,2,13,-2,-28,-0.9,-10,-6,-1.3,-9
Cc1cc(NC(=O)Cc2ccccc2)ccc1NC(=O)c1cccs1,8,14,1,57*,1.1,-9,9,-1.4,-2
O=C(NCC1CCCO1)c1ccc(S(=O)(=O)N2CCC(c3nc4ccc(Cl)cc4[nH]3)CC2)cc1 (stereo unspecified),7,-15,-5,9,-3.0,3,-8,-7.3,-6
COc1ccc(Cc2nnc(SCC(=O)Nc3ccc(C)c(C)c3)o2)cc1OC,2,12,-2,1,-1.9,2,-11,-3.0,-10
CC1CC2=C(C(=O)O1)C(c1ccccc1)Nc1ccccc1N2 (stereo unspecified),0,24,5,16,-0.2,-12,1,-1.2,3
Cc1ccc(NC2CCCN(C(=O)c3ccccc3-c3ncc[nH]3)C2)cc1C (stereo unspecified),6,3,3,-7,-2.2,32,0,-2.2,-1
CN(C)c1ccc(/C=C(\NC(=O)c2ccccc2)C(=O)NCCCn2ccnc2)cc1,1,-5,1,2,-2.3,2,-5,5.4*,-7
Clc1ccc(Oc2nc(N3CCOCC3)nc(N3CCOCC3)n2)c(C2CCCCC2)c1,-2,x,-3,-18,-0.4,x,18,-1.5,3
Cc1ccc(CNC(=O)c2cc3c(=O)n(C)c4ccccc4c3n2C)cc1,1,12,-1,22,0.5,2,11,-2.6,0
COc1ccccc1/C=N/NC(=O)CO,2,10,-2,7,-2.0,-1,1,-1.4,-2
CCn1c2ccc(Cl)cc2c2nc3ccccc3nc21,1,6,x,-6,-2.2,0,1,-1.1,-3
Cc1ccc(CN2CCN(/N=C/c3cccn3C)CC2)c(C)c1,0,3,-3,-15,-2.5,-4,6,-2.2,-5
Cc1ccc(S(=O)(=O)NC2(C(F)(F)F)NC(=O)N(CCc3ccccc3)C2=O)cc1 (stereo unspecified),1,18,-1,5,-2.5,-7,11,-3.1,-4
CC(C)C(NC(=O)c1ccccc1F)C(=O)OCC(=O)c1ccc(F)cc1 (stereo unspecified),3,-2,2,18,0.6,-4,-24,-2.3,-8
CCCn1c(N)c(C(c2ccc(C(=O)OC)cc2)N2CCN(c3ccccc3)CC2)c(=O)[nH]c1=O (stereo unspecified),2,-16,-6,-5,-2.1,-2,4,-3.8,-5
CCCCn1c(N)c(N(CC(C)C)C(=O)c2oc3c(Cl)cccc3c2C)c(=O)[nH]c1=O,5,x,2,1,x,x,x,x,-1
O=C(Nc1ccc(NC(=O)c2cccs2)c(Cl)c1)c1cccs1,0,15,0,0,0.2,0,-15,-1.1,-6
COC(=O)c1ccc(/C=N\n2c(C)nnc2C)cc1,3,-12,0,-8,0.9,-7,-3,-1.5,-1
CCC(=O)N(C)CCc1cc2c(c(OC)c1/C=N/NC(=O)c1ccc(Br)cc1)OCO2,3,5,-1,-17,-1.1,-3,4,-1.6,-2
COc1ccccc1P(=O)(c1ccccc1)c1ccccc1,1,18,0,12,-1.9,3,-9,0.0,-12
CC1(C(=O)Nc2cccc3ccccc23)CC1(Br)Br (stereo unspecified),10,33,-4,23,0.5,6,-10,-0.5,-5
CCCN1CNC(=S)N(c2ccccc2OC)C1,2,-7,1,-2,1.0,3,-5,-2.5,-2
Cc1sc2ncn(CC(=O)NCc3ccco3)c(=O)c2c1-c1ccc(F)cc1,-1,26,2,-14,-1.5,-3,24,-4.7,2
Cc1ccc(-c2c(C(=O)N(C)Cc3ccccc3)oc(=O)c3ccccc23)cc1,3,-23,1,12,-4.1,-15,26,-2.4,-7
O=C1c2cccc3cccc(c23)C(=O)N1CCN1CCN(C(=S)Nc2ccc(F)cc2)CC1,2,4,x,x,-1.9,-2,5,-4.4,x
COc1cc(/C=C2\C(=O)N(c3ccc(S(N)(=O)=O)cc3)N=C2C)ccc1OC(=O)c1ccco1,5,x,-2,-32,-1.4,-1,14,-2.8,-4
COC(=O)CSc1ccc(S(=O)(=O)N2CCC(C)CC2)cc1[N+](=O)[O-],14,8,-2,7,-3.3,-6,22,-2.3,-10
COC(=O)c1[nH]c2ccc(F)cc2c1NC(=O)CCN1CCN(C(=O)c2ccco2)CC1,x,8,x,x,0.1,6,-2,1.2,-9

# Another view of two compounds above.
> COc1cc(/C=C2\C(=O)N(c3ccc(S(N)(=O)=O)cc3)N=C2C)ccc1OC(=O)c1ccco1
  IDE inh: 5
  UBC9 SUMO inh: x
  IDE cell activ: -2
  CRFR2-BP antag: -32
  VIM-2 inhibitor: -1.4
  p-CIP stab down: -1
  NS3 helicase inh: 14
  IMP-1 inhibitor: -2.8
  GalR3 antag: -4

> COC(=O)CSc1ccc(S(=O)(=O)N2CCC(C)CC2)cc1[N+](=O)[O-]
  IDE inh: 14
  UBC9 SUMO inh: 8
  IDE cell activ: -2
  CRFR2-BP antag: 7
  VIM-2 inhibitor: -3.3
  p-CIP stab down: -6
  NS3 helicase inh: 22
  IMP-1 inhibitor: -2.3
  GalR3 antag: -10

# Compound activity deposited in PubChem BioAssay by several laboratories.

# Not a hit list; 3.2% or so of the library scored in one or more.
